# Screens as filed in PubChem BioAssay.
# Giardia killer: Giardia lamblia killing | Giardia lamblia trophozoite viability | activity change, % at 7.66 µM, hits read low | 0.15% of 340,000 active | AID 540267; in the data active means activity change below about -80%; inconclusive means between about -30% and that limit;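 further: parasites exposed to compound for two days anaerobically before the ATP read; on the % scale 0 is the no-effect control and ±100 the full control effect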
#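 Luminescent ATP signal served as the viability read-out, measured 15-30 min after adding ATP detection reagent to trophozoites that had been incubated with compounds for 48 hrs at 37 deg C anaerobically at 100 cells/well.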
# Menin MLL FP TR: displaces Texas Red mutant MLL peptide from human menin; Potency, µM (titrated, usually from 61.6 µM), for the others: at the top dose FP activity change, negative = inhibition, usual class: inhibitors; O00255; Menin + Texas Red MLL mutant peptide, fluorescence polarization; 0.23% of 270,000 active; AID 1768; active means well fitted inhibition curve with a large enough effect in the polarisation, with a control signal flat, not every such curve was filed as active; inconclusive means small, poorly fitted or top-dose-only effect, or effect the other way, or a change in a side signal; inactive means no such curve, though single readings can be large or run the other way; the % refers to the polarisation; further: potency means the concentration at half of the fitted maximal effect; % of control where 0% means no effect; many of its hits are not listed in these tables
# GALK inhibitor: inhibitors of human galactokinase; Potency, µM (doses to about 57.5 µM), without a hit: at the highest dose activity change, negative = inhibition, most hits filed as inhibitors; Purified GALK, Kinase-Glo residual ATP luminescence; 0.007% of 270,000 active; further: potency means the concentration at half of the fitted maximal effect; on the % scale 0 is the no-effect control and ±100 the full control effect
# Target sequence (P51570 whole entry, looked up): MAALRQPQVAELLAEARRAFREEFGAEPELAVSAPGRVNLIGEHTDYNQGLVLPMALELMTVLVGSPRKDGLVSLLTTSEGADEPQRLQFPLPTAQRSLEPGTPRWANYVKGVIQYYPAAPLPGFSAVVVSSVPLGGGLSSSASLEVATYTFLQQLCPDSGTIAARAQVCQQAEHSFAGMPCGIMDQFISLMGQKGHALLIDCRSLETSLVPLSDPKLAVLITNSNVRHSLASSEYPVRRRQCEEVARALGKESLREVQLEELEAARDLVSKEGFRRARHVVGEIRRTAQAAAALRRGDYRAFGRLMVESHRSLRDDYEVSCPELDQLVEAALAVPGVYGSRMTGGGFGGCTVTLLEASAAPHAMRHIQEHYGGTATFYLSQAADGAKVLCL
#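 5 nM enzyme, 35 uM ATP, 100 uM galactose, 20 mM HEPES pH8.0, 5 mM MgCl2; 1 h RT; residual ATP by Kinase-Glo Plus luminescence, qHTS format.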
# Chronic BCR inh: blocks chronic active B-cell receptor signaling | 0.05% of 340,000 active | ABC-DLBCL IkBa-CBG/CBR reporter, luminescence ratio, 4 h | Potency, µM (doses to about 46.1 µM), without a hit: top-dose ratio change, negative = lower green/red ratio, hits mostly inhibitors | AID 493014; active means well fitted inhibition curve with a large enough effect in the signal ratio, with a control signal flat, not every such curve was filed as active; inconclusive means small, poorly fitted or top-dose-only effect, or effect the other way, or a change in a side signal; the % refers to the signal ratio;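 further: potency means the concentration at half of the fitted maximal effect; plate controls were basal doxycycline-induced cells for no effect and cells given 10 µM MG132 for full effect; MG132 reads +100%, hits lower the ratio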
#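 Concentration-response series (up to 46 uM) were applied to TMD8 dual-reporter cells for 4 h at 37C with doxycycline. Green/red ratio, after filter-overlap correction, defined %Activity; red signal alone was normalised to basal cells and zero luminescence.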
# a7 integrin act: activators of alpha7 integrin expression for muscular dystrophy; alpha7betagal myoblasts, beta-gal FDG fluorescence, 48 h; Potency, µM (top dose mostly 38.3 µM), inactives show at the top dose activation, actives largely listed as activators; 0.064% of 350,000 active; AID 624291;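 further: potency means the concentration at half of the fitted maximal effect; 100% = response of the positive control SU9516; nearly all actives have a fitted effect of over 60% in size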
#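 Alpha7betagal+/- myoblasts (passage 13) were plated 16-24 hr, then exposed to compounds (1:260 dilution of DMSO stock) for 48 hours at 37C. After MPER lysis, β-galactosidase reporter activity was read as FDG fluorescence (ex 480/em 540) after 30 minutes.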
# B2AR arrestin: agonists driving beta-arrestin recruitment to human beta2-adrenergic receptor | AID 492947 | 0.02% of 330,000 active | P07550 | beta-arrestin recruitment to beta2AR, cell-based reporter | Potency, µM (doses to about 46.1 µM), inactives show at the highest dose activation, actives largely listed as activators;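 further: potency means the concentration at half of the fitted maximal effect; 0% = DMSO controls and full agonism = EC100 isoproterenol or metaproterenol; nearly all actives have a fitted effect of over 65% in size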
# FBPA coupling cs: counter-screen for Giardia aldolase inhibitors: coupling enzyme system. coupling enzyme system counterscreen, AmpLite Red fluorescence. activity change, negative = inhibition, % at 58.2 µM, hits read low. 0.67% of 290,000 active. AID 2472; in the data active means activity change below about -30%; further: on the % scale 0 is the no-effect control and ±100 the full control effect
#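 Fluorescence at 525 nm excitation and 598 nm emission measured inhibition of the coupled detection system without aldolase. Compounds (at 57.5 uM final) were preincubated 10 min at room temperature with coupling enzyme reagent before a 20 min substrate/AmpLite Red step.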
# S-ASM inh: blocks human secretory acid sphingomyelinase; P17405; placental ASM, HMU-PC fluorogenic substrate, 60 min; Potency, µM (top dose mostly 57.5 µM), inactives show at the highest dose activity change, negative = inhibition, hits mostly inhibitors; 0.006% of 340,000 active; further: potency means the concentration at half of the fitted maximal effect
#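 qHTS format. ASM enzyme prepared from human placenta hydrolyses the fluorogenic substrate HMU-PC0 (9 uM final) over 60 min at 37 °C after a 10 min compound preincubation.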
# Tb PFK block: T. brucei PFK enzyme inhibition; Potency, µM (doses to about 57.5 µM), for inactives: at the top dose activity, negative = inhibition, actives largely listed as inhibitors; 0.17% of 330,000 active; T. brucei PFK, ADP-Glo luminescence; O15648;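 further: potency means the concentration at half of the fitted maximal effect; 0% = uninhibited 1x PFK enzyme wells and -100% = no-enzyme wells; nearly all actives have a fitted effect of over 60% in size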
#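 ADP-Glo luminescence quantified ADP after 45 min at room temperature, with 1.25 nM T. brucei PFK, 0.1 mM ATP and 0.5 mM fructose-6-phosphate in pH 8.0 TEA buffer. qHTS titrations up to 57 µM; curves classified by quality.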
# PTAP TSG101 blk: blocks PTAP/TSG101 interaction to inhibit HIV-1 budding | Potency, µM (titrated, usually from 115 µM), without a hit: at the top dose activity change, negative = inhibition, usual class: inhibitors | 340,000 tested, under 10 active | AID 493005 | Q99816 | Fluorescence polarization, FITC-PTAP peptide / Tsg101 binding; active means well fitted inhibition curve with a large enough effect in the main read-out, with a control signal flat, not every such curve was filed as active; inconclusive means small, poorly fitted or top-dose-only effect, or effect the other way, or a change in a side signal; inactive means no such curve, though single readings can be large or run the other way; further: potency means the concentration at half of the fitted maximal effect; % of control where 0% means no effect
#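 Fluorescence polarization binding of Tsg101 binding domain (10 uM final) to FITC-labeled PTAP peptide (50 nM final) in HEPES pH 7.5 buffer with NaCl, Tween 20, EDTA, TCEP. Compounds added before peptide; binding 20 min at RT.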
# PKM2 act: PKM2 (human) enzyme activation; P14618; purified PKM2, Kinase-Glo ATP luminescence, activation; response scale: 0% is enzyme alone, no compound; Potency, µM (top dose mostly 57.5 µM), for the others: top-dose activation, usual class: activators; 0.34% of 260,000 active; further: potency means the concentration at half of the fitted maximal effect; on the % scale 0 is the no-effect control and ±100 the full control effect; nearly all actives have a fitted effect of over 55% in size
# Target sequence (P14618 whole entry, looked up): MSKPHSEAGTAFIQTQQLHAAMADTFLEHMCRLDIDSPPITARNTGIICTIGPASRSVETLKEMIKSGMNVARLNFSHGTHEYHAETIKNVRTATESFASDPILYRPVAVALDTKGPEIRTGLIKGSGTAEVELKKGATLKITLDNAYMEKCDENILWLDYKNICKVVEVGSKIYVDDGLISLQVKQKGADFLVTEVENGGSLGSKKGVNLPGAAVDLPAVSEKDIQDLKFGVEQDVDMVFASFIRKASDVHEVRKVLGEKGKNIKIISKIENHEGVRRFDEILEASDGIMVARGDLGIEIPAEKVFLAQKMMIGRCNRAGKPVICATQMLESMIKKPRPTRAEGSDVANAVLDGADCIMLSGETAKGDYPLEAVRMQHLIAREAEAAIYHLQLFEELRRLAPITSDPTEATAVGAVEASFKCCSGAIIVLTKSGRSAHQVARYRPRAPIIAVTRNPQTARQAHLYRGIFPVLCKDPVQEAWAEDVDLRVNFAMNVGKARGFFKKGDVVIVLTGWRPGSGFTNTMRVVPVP
#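 Purified hPK-M2 (>95% pure) converted ADP (0.1 mM final) to ATP with 0.5 mM PEP in 50 mM imidazole pH7.2, KCl, MgCl2, Tween 20, BSA; 1 h at room temperature. ATP detected by Kinase-Glo luminescence.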
# An asterisk follows results filed as active; ? = inconclusive; . = no result given; & = joins results of further samples; [ ] = remark or other dose. Unless noted, the call rests on the fitted dose curve; in most records, active means well fitted curve in the direction sought with a large enough effect; inconclusive means small, poorly fitted or top-dose-only effect, or another doubt; inactive means no such curve, though single readings can be large; an effect the other way counts as inactive or inconclusive. An excerpt; count on the stated rates, not on these rows.
# Every second line gives: Giardia killer	Menin MLL FP TR	GALK inhibitor	Chronic BCR inh	a7 integrin act	B2AR arrestin	FBPA coupling cs	S-ASM inh	Tb PFK block	PTAP TSG101 blk	PKM2 act
CCOc1ccc(CCNC(=O)c2[nH]c(C)c(C(C)=O)c2C)cc1OCC
  6	-10%	1%	-16%	9%	0.0%	-5	4%	-1%	0%	0%
O=C(N[C@@H]1C/C=C\C[C@@H](CC(=O)N(CCO)Cc2ccccc2)C(=O)NCCOC1=O)OCC1c2ccccc2-c2ccccc21
  28	.	.	0%	2%	-0.1%	.	-11%	0%	-6%	.
COc1ccccc1CNC(=O)C(=O)c1cn(CC(=O)N2CCOCC2)c2ccccc12
  ?	.	3%	?	38%	0.2%	.	0%	1%	-1%	.
Cc1ccsc1C(=O)N1CCCC(CCC(=O)NCc2ccc(F)c(F)c2)C1 (centres undefined)
  6	-13%	4%	-3%	13%	0.0%	-1	-2%	-24%	-8%	11%
COc1cccc(CNC(=O)c2n[nH]c3ccccc23)c1
  -4	17%	-3%	?	-30%	-0.2%	1	1%	0%	-8%	-5%
COc1ccc(-n2cnc3cc(C(=O)NC4CCCC4)ccc32)cc1
  -11	-8%	0%	1%&-1%	-18%	-0.5%	0	-6%	8%	-1%	0%
Cc1ccc(C(=O)C(C)OC(=O)c2cc3cc([N+](=O)[O-])ccc3oc2=O)cc1 (centres undefined)
  17	-5%	-2%	?	-8%	0.0%	13	-6%	4%	-6%	-18%
Cc1ccccc1C(=O)N1CCc2ccccc2C1
  -2	12%	0%	1%	-2%	-1.0%	5	0%	0%[0.46 µM]	-9%	-10%
CCC(C)NC(=O)C1c2ccccc2C(=O)N1Cc1ccccc1 (centres undefined)
  -8	9%	1%	6%	12%	0.0%	0	5%	1%	1%	.
Cc1ccc(S(=O)(=O)NCC(C)NS(C)(=O)=O)cc1 (centres undefined)
  0	7%	0%	?	17%	-0.2%	4	2%	2%	-5%	3%

# Results in PKM2 act and Chronic BCR inh, for some of the entries so far:
Structure	PKM2 act	Chronic BCR inh
COc1ccccc1CNC(=O)C(=O)c1cn(CC(=O)N2CCOCC2)c2ccccc12	.	?
Cc1ccsc1C(=O)N1CCCC(CCC(=O)NCc2ccc(F)c(F)c2)C1 (centres undefined)	11%	-3%
COc1cccc(CNC(=O)c2n[nH]c3ccccc23)c1	-5%	?
COc1ccc(-n2cnc3cc(C(=O)NC4CCCC4)ccc32)cc1	0%	1%&-1%

# Next section.
# Every second line gives: Giardia killer	Menin MLL FP TR	GALK inhibitor	Chronic BCR inh	a7 integrin act	B2AR arrestin	FBPA coupling cs	S-ASM inh	Tb PFK block	PTAP TSG101 blk	PKM2 act
CCc1nnc(NS(=O)(=O)c2ccc(NC(=S)NC(=O)/C=C/c3ccccc3)cc2)s1
  7	?	-2%	?	-2%	-0.8%	2	-7%	-7%	-1%	1%
COC(=O)c1cccc(-c2ccc(C(c3c(C)[nH][nH]c3=O)c3c(C)[nH][nH]c3=O)o2)c1
  -7	0%	1%	-8%	-21%	0.1%	-46*	1%	-16%	-1%	15%
CC(C)C[C@@H](CO)N1CCN(CCCc2ccccc2)CCC1=O
  -6	-6%	.	-20%	27%	0.1%	3	2%	2%	0%	-1%
Cc1ccc(/C=C/c2nc3ccccc3s2)s1
  ?	27%	2%	?	-5%	0.2%	-1	63%	1%	-1%	-21%
O=C(CN1C(=O)c2ccccc2S1(=O)=O)N1CCOCC1
  -1	-24%	-1%	-12%	-20%	-0.1%	0	4%	-10%	-13%	-5%
CC(=O)n1nc(-c2ccc(Cl)cc2)nc1NCc1ccco1
  -1	-1%	1%	?	1%[7.66 µM]	0.2%	2	-7%	-2%	1%	-1%
O=c1c2c3c(sc2nc2n1CCCCC2)CCCC3
  6	1%	9%	2%	-19%	0.3%	2	3%	-18%	-4%	3%
O=C1C(Cc2cccc([N+](=O)[O-])c2)S/C(=N/N=C/c2ccco2)N1c1ccccc1 (centres undefined)
  -10	?	2%	?	-8%	-1.0%	-3	-1%	2%	-4%	-3%
Cc1cc(C)n(C(=O)CNC(=O)Cc2ccccc2)n1
  2	3%	0%	3%	22%	0.6%	0	1%	-7%	-8%	2%
COC(=O)Nc1ccc(OCC(=O)N2CCOCC2)cc1
  18	-11%	-1%	2%	-8%	-0.7%	1	0%	0%	-3%	14%
Cc1ccsc1CN(C)CC(=O)Nc1cccc(S(=O)(=O)N(C)c2ccccc2)c1
  11	.	.	1%	-42%	-0.3%	.	0%	3%	0%	.
COc1cccc(CN(Cc2ccccc2F)S(=O)(=O)c2ccc(S(=O)(=O)NCc3ccccc3)cc2)c1
  13	0%	.	?	23%	-0.4%	-3	-3%	-1%	1%	1%
O=C(NCCN1CCOCC1)c1ccc2c(c1)ncn2C1CCCCC1
  -16	-4%	-5%	-1%	7%	-4.4%	0	0%	0%	4%	4%
CCOC(=O)N1CCN(C(=O)COc2ccc(Cl)cc2)CC1
  1	-2%	-2%	-1%	-13%	-0.1%	0	-1%	1%	-7%	4%
COc1cccc(/C=C/C(=O)OCC(=O)c2c(N)n(C)c(=O)n(C)c2=O)c1
  26	.	.	5%	-30%	-0.3%	.	-5%	16%	-6%	.
Cc1ccc(C2/C(=C(/O)c3ccc(Cl)cc3)C(=O)C(=O)N2CC2CCCO2)o1 (centres undefined)
  15	-8%	3%	1%	-17%	-0.6%	-14	-1%	3%	-6%	-2%
CCOC(=O)c1sc(C)c(C(N)=O)c1NC1=NCCCCC1
  -12	-14%	3%	1%	-9%	0.0%	-7	147%[activator]	1%	-6%	7%
O=C(N/N=C\c1ccc(O)c([N+](=O)[O-])c1)C1COc2ccccc2O1 (centres undefined)
  ?	.	5%	?	-29%	0.2%	7	-7%	-21%	-2%	-6%
CCS(=O)(=O)N1Cc2ccccc2CC1C(=O)Nc1ccccc1OC (centres undefined)
  ?	.	1%	2%	?	-0.5%	-5	2%	2%	-2%	5%
COc1cc(C2NC(C(=O)O)CS2)ccc1OCc1ccccc1C#N (centres undefined)
  .	0%	3%	?	.	0.2%	3	.	-10%	.	-8%
CCOc1ccc(S(=O)(=O)Nc2cc(F)ccc2F)c2cccnc12
  -12	12%	10%	-3%	13%	-0.5%	6	4%	0%	-9%	8%
CC(C)(C)NC(=O)NC(=O)COC(=O)C1CC(=O)N(Cc2ccccc2)C1 (centres undefined)
  -12	0%	3%	?	7%	0.0%	1	0%	-6%	-4%	-3%
Cc1ccc(CNS(=O)(=O)c2ccc(CN3C(=O)c4cccnc4C3=O)cc2)o1
  -15	.	6%	-1%	10%	-0.4%	.	3%	-4%	-1%	.
O=C(COC(=O)Cc1ccc(S(=O)(=O)N2CCOCC2)s1)NCc1ccccc1
  10	12%	1%	-2%	-6%	0.2%	2	1%	2%	0%	-1%
CCCN(Cc1cc2ccccc2[nH]c1=O)C(=O)c1cccc([N+](=O)[O-])c1
  -12	.	-2%	-1%	-9%	-0.4%	4	-2%	-6%	1%	-1%
Cc1noc(C)c1C(=O)Nc1ccccn1
  -16	-10%	1%	?	-13%	-0.4%	-1	1%	5%	-7%	3%
Cc1ccc(C(=O)NCC(=O)OCC(=O)Nc2ccccc2C#N)s1
  22	-2%	-1%	?	-14%	0.0%	-1	1%	-7%	-4%	3%
CCCCN1CC(=O)N2[C@H]3c4ccccc4OC[C@@H]3[C@H](c3ccccc3)[C@]2(C)C1=O
  -4	.	.	3%	-23%	0.3%	.	-1%	1%	-5%	.
CC1(C)CC(=NNC(=O)c2n[nH]c3c2CCC3)CC(C)(C)N1
  28	11%	1%	8%	?	-0.1%	3	1%	3%	-8%	2%
COc1ccc(CC(=O)NC(=S)Nc2ccc(S(=O)(=O)NC(C)(C)C)cc2)cc1
  -11	17%	-3%	-17%	-16%	0.4%	1	-13%	-2%	-5%	-5%
